Screening data as filed in PubChem BioAssay.
OXTR ag = human OXTR agonists, primary screen, fluorescence, CHO-OTR cells, Fluo-8 calcium | Fluo-8 calcium fluorescence; normalized: DMSO 0%, oxytocin 100% | activation, % at 3 µM | 0.32% of 320,000 active | AID 2435, 2010;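 active = activation above the mean of all tested compounds plus 3 SD, cutoff set per screening run, cut at about 20% in these data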;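 note: peak over basal fluorescence ratio from a 100 s FLIPR kinetic read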
Target sequence (P30559 whole entry, looked up): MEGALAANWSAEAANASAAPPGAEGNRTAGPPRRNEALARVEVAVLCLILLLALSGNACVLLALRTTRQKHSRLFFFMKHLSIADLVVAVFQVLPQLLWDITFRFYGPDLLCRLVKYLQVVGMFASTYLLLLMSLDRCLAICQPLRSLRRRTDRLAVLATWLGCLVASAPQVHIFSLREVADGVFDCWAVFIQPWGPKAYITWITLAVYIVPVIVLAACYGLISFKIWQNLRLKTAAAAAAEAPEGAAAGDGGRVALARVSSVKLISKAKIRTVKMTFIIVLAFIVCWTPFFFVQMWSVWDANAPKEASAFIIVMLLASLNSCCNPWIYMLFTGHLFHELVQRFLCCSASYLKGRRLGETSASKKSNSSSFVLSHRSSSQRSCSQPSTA
NALP1 inh = NALP1 inflammasome inhibitors in reconstituted yeast, colorimetric, S. cerevisiae, triplicate retest; S. cerevisiae NALP1/ASC/caspase-1 growth, X-gal OD620, 72 h; 0.61% of 280,000 active; inhibition, % at 10 µM; AID 2071, 2009; in the data active = inhibition mostly above about 24%, no sharp cut-off; inactive = mostly below about 32%; note: some compounds called inactive have numbers as strong as hits
MEKK2 mut-MEK5 = MEK5 binding signal on mutant MEKK2 PB1, primary screen, biochemical, multiplex bead flow cytometry, Alexa488-MEK5; Alexa488-MEK5 binding to MEKK2 mutant; percent response, % at 10 µM; 0.35% of 290,000 active; AID 1530, 2009; in the data active = percent response above about 24%, passing the limit was not always enough; note: inactives centre near 1; some results filed as inactive read as strong as hits; reference of the scale not given here
GPR7 antag = GPR7 receptor antagonists, primary screen, cell-based, fluorescence, single concentration. Neuropeptides B/W receptor type 1 (Homo sapiens), P48145. GPR7-expressing cells, fluorescence antagonist assay. inhibition, % at 4.4 µM. 1.1% of 290,000 active. AID 1861, 2009; in the data active = inhibition above about 16%, passing the limit was not always enough;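 note: cells stimulated with the agonist NPW; 0% = agonist with vehicle and 100% = vehicle without agonist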
Target sequence (P48145 whole entry, looked up): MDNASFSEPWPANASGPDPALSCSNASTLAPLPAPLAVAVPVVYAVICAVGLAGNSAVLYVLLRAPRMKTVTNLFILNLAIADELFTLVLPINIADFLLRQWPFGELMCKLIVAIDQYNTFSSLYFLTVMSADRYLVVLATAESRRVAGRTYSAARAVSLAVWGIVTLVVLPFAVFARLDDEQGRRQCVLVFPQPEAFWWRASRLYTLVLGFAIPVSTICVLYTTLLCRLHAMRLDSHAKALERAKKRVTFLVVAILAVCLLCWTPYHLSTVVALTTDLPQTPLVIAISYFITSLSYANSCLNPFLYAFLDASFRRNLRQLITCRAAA
PHOSPHO1 block = PubChem AID 1565. inhibition, % at 13.3 µM. Phosphoethanolamine/phosphocholine phosphatase (Homo sapiens), Q8TCT1. recombinant PHOSPHO1, absorbance phosphatase assay. 1.1% of 290,000 active; in the data active = inhibition above about 60%
Target sequence (Q8TCT1 whole entry, looked up): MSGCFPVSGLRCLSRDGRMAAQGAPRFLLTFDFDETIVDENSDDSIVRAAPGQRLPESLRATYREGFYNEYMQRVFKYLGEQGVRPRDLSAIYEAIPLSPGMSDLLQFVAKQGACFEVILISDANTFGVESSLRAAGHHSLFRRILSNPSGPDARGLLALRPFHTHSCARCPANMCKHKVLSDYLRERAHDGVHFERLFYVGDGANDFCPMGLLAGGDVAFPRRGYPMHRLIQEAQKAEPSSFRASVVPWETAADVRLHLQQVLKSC
GalR3 antag = GalR3 antagonists in HEK293 cells, primary screen, cell-based, fluorescence readout | inhibition, % at 3 µM | 0.44% of 360,000 active | HEK293 GalR3-CNG cAMP membrane potential fluorescence; galR3 body fused to GalR1 C-terminus | AID 651719, 2012;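 active = inhibition above the screen-wide average plus 3 SD, cut at about 13% in these data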;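 note: forskolin and galanin both at EC90 stimulate the cells; cAMP rise reported by CNG channel membrane potential dye signal; 0% = forskolin plus galanin with DMSO and 100% = forskolin alone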
MEKK2wt PB1 HTS = modulators of MEK5 binding to wildtype MEKK2, primary screen, biochemical, multiplex bead flow cytometry, Alexa488-MEK5; Mitogen-activated protein kinase kinase kinase 2 (Homo sapiens), Q9Y2U5; Alexa488-MEK5 binding to MEKK2 WT; actives lie on both sides; 1.1% of 290,000 active; AID 1531, 2009; binding response (% of control), % at 10 µM; in the data active = binding response below about 67% or above about 130%
V1R ag counter = agonists of human V1a receptor, primary screen, counter-screen for OXTR agonist project, fluorescence, CHO-V1R cells; Vasopressin V1a receptor (Homo sapiens), P37288; Fluo-8 calcium fluorescence, agonist mode; 0% DMSO, 100% 3 nM vasopressin; activation, % at 3 µM; 0.25% of 320,000 active;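 active = activation above the mean activation of all tested compounds plus 3 SD, per screening run, cut at about 20% in these data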;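 note: signal is peak over basal fluorescence ratio across a 100 second FLIPR read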
MEKK3 PB1 HTS = modulators of MEKK3-MEK5 PB1 binding, primary screen, biochemical, wildtype MEKK3, multiplex bead flow cytometry, Alexa488-MEK5 | Mitogen-activated protein kinase kinase kinase 3 (Homo sapiens), Q99759 | bead-based flow cytometry, Alexa488-MEK5 binding to MEKK3; actives lie on both sides; 0 = blocked by unlabeled MEK5, 100 = vehicle | 1.4% of 290,000 active | binding response (% of control), % at 10 µM;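 active = binding response more than 3 SD above or below the average of its plate-row segment, actives on both sides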;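 note: Alexa488 bead fluorescence after subtracting the streptavidin-only scavenger bead signal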
An asterisk follows results filed as active; / = not tested or not shown.

Order of values: OXTR ag	NALP1 inh	MEKK2 mut-MEK5	GPR7 antag	PHOSPHO1 block	GalR3 antag	MEKK2wt PB1 HTS	V1R ag counter	MEKK3 PB1 HTS
(1) CCOc1cc(/C=C2/SC(=S)N(CC(=O)O)C2=O)ccc1OC(=O)c1cccs1
  -0.1	/	-1	-1	3	-1	95	-0.3	100
(2) Oc1ccc(/C=N/Nc2ccnc3cc(Cl)ccc23)c(O)c1
  3.2	/	-7	-17	30	-3	85	3.0	85
(3) O=C(COC(=O)C1CC(=O)N(Cc2ccccc2)C1)c1ccc(F)cc1 (configuration not stated)
  0.4	2	-1	-6	40	2	102	-0.9	100
(4) O=C(COC(=O)c1ccncc1)NCCCc1ccccc1
  0.1	18	-12	-9	24	-3	86	0.3	95
(5) CCCCS(=O)(=O)N1CN(S(=O)(=O)CCCC)C2NC(=O)NC21 (configuration not stated)
  -0.3	5	3	-2	37	-3	105	1.1	107
(6) O=C(NCCCc1ccc(F)cc1)C1CCC(=O)N(CCN2CCOCC2)C1 (configuration not stated)
  -0.5	6	6	0	16	1	106	-0.3	104
(7) CCCCn1nnc(NC(=O)c2ccc(-c3ccccc3[N+](=O)[O-])o2)n1
  -2.1	30*	-4	5	15	-9	102	-0.7	103
(8) Cc1c(C(=O)O)cccc1-n1c(C)cc(/C=N/NC(=O)c2cc3ccccc3o2)c1C
  -0.5	23	-1	-5	6	-2	96	-0.6	99
(9) Cn1nnnc1SCC(=O)Nc1ccccc1N1CCCCC1
  -1.9	3	3	0	-35	2	103	9.1	102
(10) Cc1ccccc1C(=O)NNc1ncnc2c1cnn2C
  1.2	-8	-4	0	1	-4	96	-0.3	92
(11) COc1ccc(C(=O)N2CCCC2)cc1
  0.2	1	4	-14	-5	-6	97	0.5	97
(12) O=C(NCc1nnc(SCC(=O)N2CCc3ccccc32)o1)c1cccs1
  0.8	17	-3	0	3	-5	90	2.9	86
(13) CCOC(=O)C1C2C=CC3(CN(c4ccccc4CC)C(=O)C13)O2 (configuration not stated)
  -0.3	/	4	-9	/	3	109	0.0	106
(14) COc1ccc(CCNCCC(=O)Nc2c(C)cc(C)cc2C)cc1OC
  -0.4	/	6	-6	14	-9	117	0.4	105
(15) Cc1c(C)n(C)c2ccc(C(=O)Nc3cccc4ccccc34)cc12
  -2.4	9	16	-9	7	-3	112	-1.4	116
(16) Cn1cc(Cl)c(C(=O)Nc2nc3ccc([N+](=O)[O-])cc3s2)n1
  0.0	4	-4	1	13	-6	93	1.0	98
(17) COc1ccc(NC(=O)Cn2c(=O)n(CCC(=O)NCC3CCCO3)c(=O)c3cc(OC)c(OC)cc32)cc1 (configuration not stated)
  2.6	6	-2	-10	22	-10	98	-0.3	98
(18) O=C(CN1C(=O)COc2ccc(Cl)cc21)Nc1ccc2c(c1)OCCO2
  1.0	0	8	0	5	-5	112	1.4	111
(19) Cc1nc([N+](=O)[O-])cn1CC(=O)c1ccc(F)cc1
  0.6	6	2	-20	/	/	104	0.8	98
(20) O=C(NCCCN1CCCC1)c1ccc2c(c1)N(Cc1ccc(F)cc1)C(=O)c1ccccc1S2=O (configuration not stated)
  0.6	13	5	0	24	-1	126	0.9	101
(21) CCOC(=O)[C@@H]1[C@H]2COc3ccccc3[C@@H]2N2C(=O)N(c3ccc(Cl)cc3)C(=O)[C@]12C
  -1.9	16	-6	-6	4	-3	91	-1.4	99
(22) COc1ccc2[nH]c(C(=O)N/N=C/c3cc(OC)c(OC)c(OC)c3)cc2c1
  0.4	10	-6	27	10	-8	96	6.2	95
(23) COc1ccc(CC(=O)NNC(=O)c2cnccn2)cc1
  1.6	21	0	-5	17	-2	105	-0.1	110
(24) CCOC(=O)C(C)Oc1cc(Cl)c(C=O)cc1OC (configuration not stated)
  -1.1	12	6	-7	-11	-2	103	-0.3	105
(25) COc1ccc(-c2cc3nc(C)cc(NCCO)n3n2)cc1
  -1.2	3	1	-10	-1	0	98	-0.5	98
(26) Cc1cc(NS(=O)(=O)c2ccc(NC(=O)c3cc(-c4ccccc4Cl)nc4ccccc34)cc2)no1
  -1.2	23	-2	-4	0	-2	92	-0.2	98
(27) C/C(=N/OC(=O)c1c(-c2c(F)cccc2Cl)noc1C)c1cnccn1
  -1.3	-13	2	-7	7	-1	100	-0.4	100
(28) CCC(C(=O)NCCCN1CCN(C)CC1)n1nc(C)c2sc3ccccc3c2c1=O (configuration not stated)
  -1.4	4	1	3	22	-3	98	-1.0	96
(29) COc1ccc(-c2cn[nH]c2-c2ccc(O)cc2O)cc1
  2.5	6	2	10	26	3	100	4.1	103
(30) Cc1ccc(-c2nn[nH]n2)cc1Cl
  0.9	0	-1	-11	12	-2	101	0.1	102
(31) Cc1csc(NC(=O)NC2(C(F)(F)F)Oc3ccccc3O2)n1
  8.2	-18	-4	3	11	-2	89	1.9	94
(32) C/C(=C\C(=O)c1ccccc1)NCc1ccc(F)cc1
  -1.8	19	-4	2	39	-3	95	-0.3	93
(33) CCc1ccc(-c2nnn(Cc3nn[nH]n3)n2)cc1
  0.6	0	2	-2	14	1	94	0.3	96
(34) CC1CCc2nn(CC(=O)N3CCc4ccccc43)cc2C1 (configuration not stated)
  -2.6	18	0	-3	-7	-3	97	-0.5	97
(35) COc1ccc(-c2nc3ccccc3n2OC(C)C(=O)O)cc1 (configuration not stated)
  1.0	-9	7	-13	14	5	99	0.4	102
(36) Fc1cccc(Cn2ccc(-c3ccc4c(c3)OCO4)n2)c1
  -1.2	37	3	11	7	-3	103	-1.2	106
(37) Cc1cc(NC(=O)C(C)C)ncc1NC(=O)c1ccco1
  0.1	10	0	8	40	-6	106	1.0	105
(38) Cc1cc(C(=O)NNC(=O)COc2c(C)cc(Br)cc2C)n[nH]1
  0.3	20	0	-12	41	-3	104	0.3	102
(39) COc1cc(N(C)C)c([N+](=O)[O-])cc1C(=O)N1CCN(Cc2ccccc2)CC1
  -0.2	15	8	-6	22	0	104	0.5	104
(40) CCCCOC(=O)Cn1c(=O)n(CC(=O)OCCCC)c2ccccc21
  -2.9	2	2	-2	6	-3	98	-1.7	101
(41) O=C(O)C[C@]1(C(=O)Nc2ccc(F)cc2)CC(/C=C/c2ccccc2)=NO1
  -0.2	-64	5	-2	54	-9	103	1.0	106
(42) COC(=O)CN(c1ccccc1OC)S(=O)(=O)c1ccccc1
  0.2	-11	2	-13	-3	0	104	0.7	104
(43) CCC(C)n1cnc2c(c1=O)c1nc3ccccc3nc1n2Cc1ccc2c(c1)OCO2 (configuration not stated)
  /	-1	-6	-5	1	/	87	/	100
(44) O=C1CC(SC(=Nc2ccccc2)Nc2ccccc2)C(=O)N1c1ccc(Cl)c(Cl)c1 (configuration not stated)
  0.5	20	0	-4	19	-7	109	-0.7	96
(45) O=C(CC1C(=O)NCCN1Cc1cccc(F)c1)NC1CCCCC1 (configuration not stated)
  0.5	10	8	4	18	-2	113	1.2	102
(46) COc1ccccc1NC(=O)Cc1nnc(SCC(=O)NC2=NCCS2)n1C
  -0.1	4	2	-1	40	-6	97	0.0	99
(47) Cn1c(=O)[nH]c(=O)c2c1nc(SCCO)n2Cc1ccccc1Cl
  -0.5	-11	4	-21	19	-4	103	-0.1	99
(48) COc1cc(Cl)c(C)cc1NC(=O)CN1CCCCCC1
  -1.5	22	-2	-2	-17	-8	98	0.4	99
(49) CC(C)CN1C(=O)NC(NC(=O)c2cccnc2)(C(F)(F)F)C1=O (configuration not stated)
  0.0	10	-9	-7	18	0	94	-0.1	95
(50) NC(=O)c1oc2ccccc2c1NC(=O)c1ccc(F)cc1
  0.9	15	-5	-9	-2	-2	98	1.3	95
(51) CCCSc1nc(C)c(CC(=O)O)c(=O)[nH]1
  0.2	-4	5	-9	-3	-2	101	5.0	101
(52) Cc1nc(SCC(=O)N2CCC(C(N)=O)CC2)n[nH]1
  0.5	21	1	-13	0	-1	99	1.3	106
(53) O=C(CCNS(=O)(=O)c1ccc(Br)s1)NC1CCCC1
  0.8	15	4	-13	14	-7	104	0.1	107
(54) Clc1cccc(CN2CCN(c3nc4nonc4nc3NC3CC3)CC2)c1
  0.0	9	-10	27*	4	-5	95	0.6	95
(55) S=C(Nc1ccccc1)Nc1cc(Cl)ccc1Oc1ccccc1
  -1.5	/	7	-12	36	-2	120	-0.8	123*
(56) C=CCn1c(SCC(=O)Nc2nc(C)cs2)nnc1C(NC(=O)c1ccccc1)C(C)C (configuration not stated)
  -1.0	-1	5	13	10	-2	86	-1.0	110
(57) CC(C)C[C@H](NC(=O)[C@H](Cc1ccccc1)n1c(=O)[nH]c2ccccc2c1=O)C(=O)N1CCC(C(=O)O)CC1
  1.1	18	0	4	13	2	95	0.3	99
(58) Cn1cc(-c2nnnn2-c2ccc(Cl)cc2)c(C(F)(F)F)n1
  7.6	23	-1	-1	7	-3	101	5.5	100
(59) COc1ccc(NC(=O)c2ccc(C#CC(C)(C)O)cc2)cc1
  -0.6	14	12	-7	-4	0	91	0.4	98
(60) COC(=O)c1ccc(Sc2ccccc2NS(=O)(=O)c2ccc(OC)cc2)nc1
  1.3	38	0	-6	33	-9	91	0.6	100

An excerpt from above, showing only OXTR ag, NALP1 inh and GalR3 antag:
cpd	structure	OXTR ag	NALP1 inh	GalR3 antag
56	C=CCn1c(SCC(=O)Nc2nc(C)cs2)nnc1C(NC(=O)c1ccccc1)C(C)C (configuration not stated)	-1.0	-1	-2
57	CC(C)C[C@H](NC(=O)[C@H](Cc1ccccc1)n1c(=O)[nH]c2ccccc2c1=O)C(=O)N1CCC(C(=O)O)CC1	1.1	18	2

Carrying on.
Order of values: OXTR ag	NALP1 inh	MEKK2 mut-MEK5	GPR7 antag	PHOSPHO1 block	GalR3 antag	MEKK2wt PB1 HTS	V1R ag counter	MEKK3 PB1 HTS
(61) CCCCNC(=O)Cn1cnc2sc(C)c(S(=O)(=O)N3CCN(c4ncccn4)CC3)c2c1=O
  -1.0	-14	-3	-1	-7	11	101	0.5	115
(62) O=C(COc1cc(Cl)ccc1Cl)Nc1nnc(C2CC2)s1
  0.6	22	-4	7	43	-2	101	1.0	100
(63) OCCOCCOc1ccccc1OCCOCCO
  0.7	25	-2	5	-2	-4	100	0.0	107
(64) CCCc1cc(C(=O)NC2CCCC2)no1
  -2.5	23	5	-11	-34	/	117	-0.6	112
(65) CN(C)C(=O)CN1CCN(Cc2nc(CC3CC3)no2)CC1
  0.9	/	-2	-6	-2	-3	96	-0.1	96
(66) COC(=O)c1c(NC(=O)c2c(-c3ccccc3Cl)noc2C)sc2c1CCC2
  -1.4	31	/	-6	18	-3	/	-0.7	/
(67) COc1ccc(OC)c(N/C(C)=C/C(=O)c2ccc(Br)cc2)c1
  -2.0	-6	-4	-3	-44	3	103	0.3	105
(68) O=C(CSc1nnc(CNC(=O)c2ccco2)o1)c1ccccc1
  -0.2	8	0	-5	36	-8	99	0.3	97
(69) N#Cc1c(NC(=O)c2ccc(Cn3cc(Br)cn3)o2)sc2c1CCCCCC2
  0.7	27	-1	-14	31	-6	94	-0.3	97
(70) CC(=O)Oc1ccc(/C=N/NC(=O)CCSc2ccccc2)cc1
  3.5	18	-15	9	-13	-7	66	3.0	73
(71) CCOCCOC(NC(=O)c1ccccc1)(C(F)(F)F)C(F)(F)F
  -1.4	37	2	-11	-15	-1	101	0.1	104
